# TSG101-PTAP inh – qHTS Assay for Iinhibitors of HIV-1 Budding by Blocking the Interaction of PTAP/TSG101 | Fluorescence polarization, FITC-PTAP peptide / Tsg101 binding | Potency, µM (doses to about 115 µM), for inactives: at the highest dose activity change, negative = inhibition, usual class: inhibitors | 340,000 tested, under 10 active; active means well fitted inhibition curve with a large enough effect in the main read-out, with a control signal flat, not every such curve was filed as active; inconclusive means small, poorly fitted or top-dose-only effect, or effect the other way, or a change in a side signal; inactive means no such curve, though single readings can be large or run the other way; further: potency means the concentration at half of the fitted maximal effect; % of control where 0% means no effect
#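 Tsg101 binding domain (10 uM final) was mixed with compound and a FITC-labeled PTAP peptide (50 nM final) in HEPES pH 7.5 buffer with NaCl, Tween 20, EDTA and TCEP; fluorescence polarization was read after 20 min at r.t.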
# BRCA1 expr act – qHTS Assay to Identify Small Molecule Activators of BRCA1 Expression; MCF7-BRCA1-FFLuc reporter, luminescence, 48 h; response scale: scaled: vehicle 0%, 10 µM genistein 100%; actives 1.1% (n = 380,000); Potency, µM (highest dose often 46.1 µM), inactives show at the highest dose activation, hits mostly activators; further: potency means the concentration at half of the fitted maximal effect; nearly all actives have a fitted effect of over 80% in size; some results filed as inactive show a strong effect at the top dose
#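 MCF7 cells carrying a BRCA1-firefly luciferase reporter (2000 cells/well, phenol-red free MEM) were attached for 2 h at 37 °C, then given compounds for 48 h. Luminescence was read 15 min after luciferase reagent; activity normalized to genistein (10 microM) and DMSO.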
# MLL CXXC-DNA inh – qHTS Fluorescence Polarization Assay for Inhibitors of MLL CXXC domain - DNA interaction; Potency, µM (titrated, usually from 115 µM), inactives show at the top dose activity change, negative = inhibition, actives largely listed as inhibitors; MLL-CXXC / FITC-HOXA9 DNA fluorescence polarization; actives 0.037% (n = 290,000); AID 2662, 2010; active means well fitted inhibition curve with a large enough effect in the polarisation, with a control signal flat, not every such curve was filed as active; inconclusive means small, poorly fitted or top-dose-only effect, or effect the other way, or a change in a side signal; inactive means no such curve, though single readings can be large or run the other way; the % refers to the polarisation; further: potency means the concentration at half of the fitted maximal effect
#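 Fluorescence polarization: 7 uM MLL-CXXC (stock) preincubated 5 min with compounds, then 50 nM fluorescein-HOX-A9 DNA (stock) added; 30 min ambient. Buffer 50 mM Tris-HCl pH 7.5, 50 mM NaCl, 1 mM DTT, 0.05% BSA.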
# AT treatment – qHTS Assay for Identifying a Potential Treatment of Ataxia-Telangiectasia | […] A-T fibroblasts, KAP-1 phosphorylation AlphaLISA; neocarzinostatin DNA damage 30 min before lysis | Potency, µM (doses to about 57.5 µM), for inactives: at the top dose activation, actives largely listed as activators | actives 0.19% (n = 320,000) | AID 485349, 2010; further: potency means the concentration at half of the fitted maximal effect; % of control where 0% means no effect; nearly all actives have a fitted effect of over 45% in size
#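 ATM-like activity read as KAP-1 phosphorylation via AlphaLISA donor/acceptor antibody pairs after lysis and 6 hr at 25C. Cells were ATM-null patient fibroblasts ([…], hTERT), dosed 60 min, then exposed to the DSB inducer NCS for 30 min.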
# ELG1 DNA repair – qHTS screen for small molecules that inhibit ELG1-dependent DNA repair in human embryonic kidney (HEK293T) cells expressing luciferase-tagged ELG1; AID 504467, 2011; Potency, µM (titrated, usually from 46.1 µM), for inactives: at the top dose activity change, negative = inhibition, hits mostly inhibitors; HEK293T ELG1-luciferase reporter, luminescence, 16 h; DNA damage induced by 5-fluorouridine; actives 2.3% (n = 330,000); further: potency means the concentration at half of the fitted maximal effect; on the % scale 0 is the no-effect control and ±100 the full control effect; nearly all actives have a fitted effect of over 55% in size
#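 Cells (2,000 per well) received 5-fluorouridine plus test compound or DMSO and were incubated 16 hr at 37 °C, 5% CO2. Luciferase activity was read by luminescence 30 min after ONE-Glo addition; signal suppression marked inhibition of damage-induced ELG1 function.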
# TRPV1 agonist – HTS Assay for Compounds that Act as Agonists of the Vanilloid Receptor 1 | TRPV1-expressing cells, Fluo-8 calcium influx, agonist mode | activation, % at 8.33 µM | actives 0.19% (n = 320,000); in the data active means activation above about 80%; inconclusive means between about 30% and that limit; further: 0% is about no effect
# Target sequence (Q8NER1 whole entry, looked up): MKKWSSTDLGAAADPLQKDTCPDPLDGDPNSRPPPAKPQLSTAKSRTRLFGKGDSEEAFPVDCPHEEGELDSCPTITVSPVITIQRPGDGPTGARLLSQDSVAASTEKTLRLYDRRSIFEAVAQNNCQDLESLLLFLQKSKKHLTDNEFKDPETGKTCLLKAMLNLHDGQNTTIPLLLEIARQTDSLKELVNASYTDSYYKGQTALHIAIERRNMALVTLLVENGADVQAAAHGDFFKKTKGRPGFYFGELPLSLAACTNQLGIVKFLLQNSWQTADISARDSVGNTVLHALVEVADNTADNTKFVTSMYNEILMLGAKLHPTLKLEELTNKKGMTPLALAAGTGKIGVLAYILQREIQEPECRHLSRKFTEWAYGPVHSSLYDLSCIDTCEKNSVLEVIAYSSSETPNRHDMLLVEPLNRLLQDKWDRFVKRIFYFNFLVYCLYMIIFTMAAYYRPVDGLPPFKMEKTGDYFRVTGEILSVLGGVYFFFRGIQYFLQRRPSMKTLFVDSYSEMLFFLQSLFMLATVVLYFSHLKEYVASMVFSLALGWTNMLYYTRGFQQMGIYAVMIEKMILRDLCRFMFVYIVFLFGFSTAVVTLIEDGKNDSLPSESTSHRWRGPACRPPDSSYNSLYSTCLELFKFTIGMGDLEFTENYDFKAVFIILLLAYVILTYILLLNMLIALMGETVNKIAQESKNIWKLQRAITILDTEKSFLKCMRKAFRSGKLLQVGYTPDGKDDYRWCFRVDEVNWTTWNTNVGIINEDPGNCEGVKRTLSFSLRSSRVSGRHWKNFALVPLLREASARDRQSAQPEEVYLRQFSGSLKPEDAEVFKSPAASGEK
#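 Cells expressing TRPV1 were dye-loaded with Fluo-8 and read kinetically: 10 s baseline, 3 min after compound (agonist portion), then 2 min after EC20 capsaicin (allosteric enhancer portion). Calcium-bound dye fluorescence at 480/520 nm.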
# B2AR arrestin – qHTS assay of beta-arrestin-biased ligands of beta2-adrenergic receptor | Beta-2 adrenergic receptor (Homo sapiens), P07550 | beta-arrestin recruitment to beta2AR, cell-based reporter | actives 0.02% (n = 330,000) | Potency, µM (top dose mostly 46.1 µM), for the others: top-dose activation, hits mostly activators;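 further: potency means the concentration at half of the fitted maximal effect; 0% = DMSO controls and full agonism = EC100 isoproterenol or metaproterenol; nearly all actives have a fitted effect of over 65% in size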
# p53 reactivation – qHTS assay for re-activators of p53 using a Luc reporter | H1299 p53-A138V BP100-luciferase reporter, luminescence, 24 h | Potency, µM (top dose mostly 92.2 µM), inactives show at the highest dose activity change, positive = activation, actives largely listed as activators | actives 0.063% (n = 320,000); further: potency means the concentration at half of the fitted maximal effect; % of control where 0% means no effect; nearly all actives have a fitted effect of over 45% in size
#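 p53-null H1299 cells stably carrying temperature-sensitive p53-A138V and a BP100-luciferase reporter were pinned with compounds (4-point, 1:5 series) and held 24 hrs at 37 deg C. Luminescence was read 10 min after detection reagent.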
# TCR act – Activators of T cell receptors: qHTS campaign; primary human leukocytes, anti-CD3, IL-2 HTRF, 48 h; Potency, µM (top dose mostly 9.22 µM), inactives show at the highest dose activation of IL-2 secretion, usual class: activators; 330,000 tested, under 10 active; further: % of control where 0% means no effect
#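 Primary human leukocytes receive a-CD3 beads and test compound and are incubated 48 hr. Secreted IL-2 is then assayed by HTRF, measuring 665nm acceptor emission after 320nm excitation of the europium donor.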
# a7 integrin act – qHTS for Activators of Integrin-Mediated Alleviation for Muscular Dystrophy; alpha7betagal myoblasts, beta-gal FDG fluorescence, 48 h; Potency, µM (doses to about 38.3 µM), inactives show at the top dose activation, hits mostly activators; actives 0.064% (n = 350,000);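 further: potency means the concentration at half of the fitted maximal effect; 100% = response of the positive control SU9516; nearly all actives have a fitted effect of over 60% in size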
#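 Alpha7betagal+/- myoblasts (passage 13) were plated 16-24 hr, then exposed to compounds (1:260 dilution of DMSO stock) for 48 hours at 37C. After MPER lysis, β-galactosidase reporter activity was read as FDG fluorescence (ex 480/em 540) after 30 minutes.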
# Active calls of the source: *; ? = inconclusive; · = not tested or not shown; [ ] = dose if it differs, or a comment. Unless noted, the call rests on the fitted dose curve; in most records, active means well fitted curve in the direction sought with a large enough effect; inconclusive means small, poorly fitted or top-dose-only effect, or another doubt; inactive means no such curve, though single readings can be large; an effect the other way counts as inactive or inconclusive.
# Start of the listing, in advance:
# Values run as follows: TSG101-PTAP inh	BRCA1 expr act	MLL CXXC-DNA inh	AT treatment	ELG1 DNA repair	TRPV1 agonist	B2AR arrestin	p53 reactivation	TCR act	a7 integrin act
- Cc1cc2ccccc2n1CCNC(=O)c1ccc(S(=O)(=O)N2CCCCC2)cc1
    0%	-21%	-3%	1%	?	-5	0.7%	-1%	-2%	-21%
- CCOc1ncccc1C(=O)NCC(c1ccccc1)N(C)C (stereo not given)
    -1%	-8%	-6%	5%	7%	7	0.7%	12%	2%	20%

# The list itself, from the start:
# Values run as follows: TSG101-PTAP inh	BRCA1 expr act	MLL CXXC-DNA inh	AT treatment	ELG1 DNA repair	TRPV1 agonist	B2AR arrestin	p53 reactivation	TCR act	a7 integrin act
- Cc1cc2ccccc2n1CCNC(=O)c1ccc(S(=O)(=O)N2CCCCC2)cc1
    0%	-21%	-3%	1%	?	-5	0.7%	-1%	-2%	-21%
- CCOc1ncccc1C(=O)NCC(c1ccccc1)N(C)C (stereo not given)
    -1%	-8%	-6%	5%	7%	7	0.7%	12%	2%	20%
- Cc1ccccc1NC(=O)COC(=O)CCc1c[nH]c2ccccc12
    -10%	12%	·	1%	17%	9	0.0%	15%	3%	?
- COc1ccccc1-n1c(SCC(=O)NC2CCCC2)nc2cccnc21
    -5%	-18%	0%	-1%	-16%	10	-1.1%	0%	-1%	-23%
- CN(c1ccc(OCC(=O)OCC(=O)Nc2cccc([N+](=O)[O-])c2)cc1)S(=O)(=O)c1ccc(F)cc1
    -3%	5%	-4%	0%	6%	-1	4.6%	-1%	-5%	21%
- CCC1C(=O)N=C(SCC(=O)Nc2ccc(C)cc2)N(c2ccccc2)C1=O (stereo not given)
    -4%	-14%	3%	-1%	?	-1	-0.4%	2%	2%	-9%
- O=C1CC(c2cccc([N+](=O)[O-])c2)c2cc3c(cc2N1)CCC3 (stereo not given)
    -1%	-60%	-5%	2%	16µM*	23	-0.1%	6%	3%	-65%[inhibitor]
- CCN(CC)S(=O)(=O)c1cccc2cc(C(=O)O)c(O)cc12
    -7%	-11%	2%	13%	-5%	0	0.5%	-1%	-3%	-18%
- CCOc1ccccc1C(=O)NCC(=O)NCC1CCCCC1
    -3%	-12%	8%	5%	4%	0	-0.2%	3%	-6%	?
- CC(=O)c1ccc(OC(=O)CN2C(=O)c3ccccc3C2=O)cc1
    -4%	-16%	13%	9%	14%	0	0.2%	4%	-9%	-10%
- COc1cc(C(=O)NC(=S)Nc2ccc(Cc3ccncc3)cc2)cc(OC)c1OC
    -6%	-2%	-16%	?	13µM*	-7	2.6%	4%	0%	-36%
- Oc1cccc2ccc(Nc3ccccn3)nc12
    -4%	-97%	?	19%	?	25	0.0%	-45%[inhibitor]	2%	-20%[7.66 µM]
- CC1=CC(C)(C)N=C(NC#N)N1
    -6%	3%	6%	4%	8%	-1	-0.1%	-2%	-109%	5%
- N#CC1(NC(=O)COc2ccc(C(N)=O)cc2)CCCC1
    -3%	-6%	·	19%	16%	·	0.5%	1%	-6%	-28%
- Cc1ccn2c(Nc3ccc4c(c3)OCO4)c(-c3ccc(O)cc3)nc2c1
    1%	-65%	7%	43%	19%	3	4.5%	5%	-2%	-29%
- CCOc1ccc(NC(=O)CSc2nnc(-c3ccccc3Cl)n2Cc2ccco2)cc1
    -3%	-28%	3%	-5%	?	-4	0.0%	6%	-3%	13%
- CCc1nnc(NC(=O)c2ccc(-c3cc(C(F)(F)F)ccc3Cl)o2)s1
    -1%	8%	1%	0%	5%	0	-0.2%	3%	0%	-4%
- COc1ccc(OC)c(CN2CCN(C(=O)c3cccc(S(=O)(=O)Nc4ccc(F)cc4)c3)CC2)c1
    -8%	-51%	·	·	·	·	·	·	-1%	-4%
- CN1CCCN(Cc2ccccc2Br)CC1
    0%	-2%	-13%	8%	2%	-1	-0.4%	1%	·	-6%
- CCOc1ccc(NC(=O)CN(C)C(=O)CCNC(=O)c2ccco2)cc1OCC
    -5%	-3%	·	10%	7%	0	-1.5%	-1%	12%	13%
- C/C(=C\C(=O)c1ccc(Br)cc1)NCc1ccc2c(c1)OCO2
    0%	0%	23%	0%	3%	2	-1.3%	0%	-6%	24%
- CN(C)c1cc(-c2ccc(Cl)c(Cl)c2)oc(=O)c1Cl
    -1%	-20%	5%	4%	1%	?	2.9%	3%	4%	0%
- Cc1nc2sc(-c3ccccc3)cc2c(=O)n1/N=C/N(C)C
    1%	?	?	-1%	?	-1	0.3%	5%	-1%	-7%
- COc1ccc(CNC(=S)Nc2ccccc2C)cc1
    2%	6%	5%	4%	0%	12	-1.9%	-2%	5%	-17%
- O=C1C2CC=C(Cl)CC2C(=O)N1CN(Cc1ccco1)CN1C(=O)C2CC=C(Cl)CC2C1=O (stereo not given)
    1%	18%	-2%	3%	13%	-2	-0.9%	-1%	-2%	9%
- O=C(Nc1ccc(S(=O)(=O)NCCc2ccccc2)cc1)c1ccc(Br)o1
    -8%	-18%	41%[activator]	0%	-23%	2	-0.1%	-5%	-1%	0%
- CC(C)C(=O)Nc1cccc(NC(=O)c2cc3ccccc3o2)c1
    -6%	10µM*	-2%	10%	?	6	2.7%	?	-4%	11%
- CN(C(=O)COC(=O)CNC(=O)C1CCCCC1)c1ccccc1
    -4%	-1%	·	-6%	0%	-1	0.1%	-4%	-5%	17%
- Cc1nc2scc(-c3ccc(Cl)cc3)c2c(=O)o1
    ·	-7%	14%	2%	18%	-2	0.4%	0%	·	2%
- Cc1nc(-c2ccc(NC(=O)C3CCCCC3)cc2)cs1
    -2%	?	10%	1%	?	15	0.3%	25%	2%	27%
- COc1ccc(S(=O)(=O)N=Nc2c(O)[nH]c3ccccc23)cc1
    -7%	-6%	2%	-1%	-23%	-8	0.0%	4%	-1%	-19%
- COc1ccc(-c2cc(=O)oc3cc(OCC(=O)N[C@@H](Cc4c[nH]c5ccccc45)C(=O)O)ccc23)cc1
    -2%	-7%	-21%	-6%	4%	0	2.8%	6%	0%	-9%
- COc1cc2c(cc1C1NC(=S)NC(C)=C1C(=O)N(C)C)CCCC2 (stereo not given)
    1%	-1%	5%	2%	0%	0	-0.1%	-1%	1%[46.1 µM]	-9%
- CCOC(=O)c1ccc(Nc2nc(C)cc(=O)[nH]2)cc1
    -2%	15%	-6%	·	?	-6	0.3%	1%	·	11%
- Cn1c(=O)c2c(nc(SCC(=O)Nc3ccccc3N3CCCCC3)n2C)n(C)c1=O
    -7%	3%	3%	0%	-30%	1	5.2%	-1%	-9%	-8%
- CC(=O)Nc1ccc(Nc2nc(-c3c(C)nc4ccccn34)cs2)cc1
    2%	-43%	·	·	·	·	·	·	2%	-48%[inhibitor]
- CN1CCN(CC(=O)c2ccccc2F)CC1
    -2%	-9%	55%[activator]	0%	0%	0	-0.3%	0%	0%	-4%
- Cc1cc(SCc2ccc(Br)cc2)nc(=O)[nH]1
    -2%	69%	25%	15%	?	1	0.0%	7%	-3%	11%
- Cc1[nH]c(=O)c(C#N)cc1-c1csc(-c2ccccc2)n1
    -1%	-7%	-10%	-5%	?	5	0.3%	-1%	7%	5%
- CCOc1ccccc1OCCCC(=O)Nc1cccc(-n2cnnn2)c1C
    -3%	-15%	·	-3%	-1%	1	0.1%	3%	5%	31%
- COc1ccccc1NS(=O)(=O)c1ccc(O)c(C(N)=O)c1
    -3%	-1%	5%	2%	6%	0	0.0%	0%	4%	9%
- Cc1ccc(NC(=O)CN2C(=O)c3ccccc3C2=O)c(C)c1
    -2%	2%	7%	-5%	-8%	3	-0.2%	·	-9%	35%
- CCC(Sc1nc2ccccc2s1)C(=O)Nc1cc(C)on1 (stereo not given)
    -7%	-7%	4%	·	?	14	-1.1%	-6%	5%[46.1 µM]	5%
- Cc1sc2nc(CSCC(=O)N(C)CC(=O)Nc3ccc(F)cc3)[nH]c(=O)c2c1C
    1%	-6%	·	5%	-7%	0	0.1%	15%	1%	-20%
- CCOC(=O)c1sc(Nc2cccc(Cl)c2)nc1C
    3%	75%	0%	2%	?	·	-0.3%	7%	-5%	21%
- C=CCn1c(SCC(=O)O)nnc1-c1ccc(C(C)(C)C)cc1
    -7%	0%	7%	0%	0%	0	-0.4%	-4%	0%	-20%
- CN=C1C=C/C(=N/N=c2\ccn(O)cc2C)C=C1C
    ?	-5%	?	-15%	?	-3	-0.3%	-1%	6%	-12%
- N#CC1=C2SCN(Cc3ccccc3)CN2C(=O)CC1c1ccccc1F (stereo not given)
    0%	10%	0%	5%	12%	·	-0.7%	-2%	3%	19%
